CXXC DNA block: inhibitors of human MLL CXXC domain-DNA interaction; MLL-CXXC / FITC-HOXA9 DNA fluorescence polarization; Potency, µM (titrated, usually from 115 µM), without a hit: at the top dose activity change, negative = inhibition, most hits filed as inhibitors; 290,000 compounds, 0.037% hits; AID 2662; active means well fitted inhibition curve with a large enough effect in the polarisation, with a control signal flat, not every such curve was filed as active; inconclusive means small, poorly fitted or top-dose-only effect, or effect the other way, or a change in a side signal; inactive means no such curve, though single readings can be large or run the other way; the % refers to the polarisation; further: potency means the concentration at half of the fitted maximal effect
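Purified MLL-CXXC (added from a 7 uM solution) was preincubated 5 min at ambient with pinned compounds in 50 mM Tris-HCl pH 7.5, 50 mM NaCl, 1 mM DTT, 0.05% BSA. Fluorescein-labeled HOX-A9 DNA (50 nM solution) followed, 30 min, then polarization read.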
Giardia killer: Giardia lamblia killing; Giardia lamblia trophozoite viability; activity change, % at 7.66 µM, hits read low; 340,000 compounds, 0.15% hits; in the data active means activity change below about -80%; inconclusive means between about -30% and that limit;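 further: parasites exposed to compound for two days anaerobically before the ATP read; on the % scale 0 is the no-effect control and ±100 the full control effect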
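Trophozoite viability was measured as ATP-dependent luminescence, read 15-30 min after reagent addition. Before that, parasites at 100 cells/well were exposed to compounds for 48 h, anaerobically, at 37 deg C.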
Menin MLL FP TR: menin-MLL binding inhibition, Texas Red mutant peptide; Menin + Texas Red MLL mutant peptide, fluorescence polarization; Potency, µM (top dose mostly 61.6 µM), for inactives: at the highest dose FP activity change, negative = inhibition, actives largely listed as inhibitors; 270,000 compounds, 0.23% hits; AID 1768; active means well fitted inhibition curve with a large enough effect in the polarisation, with a control signal flat, not every such curve was filed as active; inconclusive means small, poorly fitted or top-dose-only effect, or effect the other way, or a change in a side signal; inactive means no such curve, though single readings can be large or run the other way; the % refers to the polarisation; further: potency means the concentration at half of the fitted maximal effect; % of control where 0% means no effect; many of its hits are not listed in these tables
Target sequence (O00255 whole entry, looked up): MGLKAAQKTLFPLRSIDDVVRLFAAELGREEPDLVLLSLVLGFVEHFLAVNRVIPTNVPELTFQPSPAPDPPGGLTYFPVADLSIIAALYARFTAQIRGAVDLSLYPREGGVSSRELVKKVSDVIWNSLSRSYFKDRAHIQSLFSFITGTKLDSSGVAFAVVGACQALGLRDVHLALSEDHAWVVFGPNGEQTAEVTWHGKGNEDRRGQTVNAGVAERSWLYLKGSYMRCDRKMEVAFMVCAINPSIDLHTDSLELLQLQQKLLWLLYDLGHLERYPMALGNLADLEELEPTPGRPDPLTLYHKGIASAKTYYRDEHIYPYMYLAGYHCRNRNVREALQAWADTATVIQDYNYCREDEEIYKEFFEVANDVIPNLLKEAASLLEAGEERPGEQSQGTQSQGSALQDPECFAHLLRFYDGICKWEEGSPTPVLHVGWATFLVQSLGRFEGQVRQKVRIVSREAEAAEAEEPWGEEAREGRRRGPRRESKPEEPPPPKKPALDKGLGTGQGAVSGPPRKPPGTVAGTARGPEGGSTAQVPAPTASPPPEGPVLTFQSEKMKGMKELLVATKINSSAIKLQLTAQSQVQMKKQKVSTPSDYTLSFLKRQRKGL
B2AR arrestin: agonists driving beta-arrestin recruitment to human beta2-adrenergic receptor; P07550; beta-arrestin recruitment to beta2AR, cell-based reporter; Potency, µM (highest dose often 46.1 µM), without a hit: top-dose activation, hits mostly activators; 330,000 compounds, 0.02% hits;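 further: potency means the concentration at half of the fitted maximal effect; 0% = DMSO controls and full agonism = EC100 isoproterenol or metaproterenol; nearly all actives have a fitted effect of over 65% in size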
KCNH2 3.1 inh: blocks the human KCNH2 3.1 channel isoform; U2OS KCNH2 3.1, thallium flux FluxOr; stronger effect = lower value; activity change, % (tested at about 1.8 µM); 340,000 compounds, 0.95% hits;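 active means maximum activity change below -70%; inconclusive means maximum activity change from -70% to -50%; inactive means maximum activity change above -50%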;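 further: thallium influx rate constant from kinetic fluorescence after stimulation buffer; on the % scale 0 is the no-effect control and ±100 the full control effect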
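Virally transduced U2OS (3.1 isoform, 4 h infection in dark at RT) → overnight 37 C → FluxOr + Red40 in HBSS/HEPES, 45 min → stimulation buffer, 2 min kinetic read → rate constant vs DMSO controls.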
FBPA coupling cs: inhibits coupling enzyme system, counter-screen for aldolase hits. coupling enzyme system counterscreen, AmpLite Red fluorescence. activity change, negative = inhibition, % at 58.2 µM, hits read low. 290,000 compounds, 0.67% hits. AID 2472; in the data active means activity change below about -30%; further: on the % scale 0 is the no-effect control and ±100 the full control effect
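Fluorescence at 525 nm excitation and 598 nm emission measured inhibition of the coupled detection system without aldolase. Compounds (at 57.5 uM final) were preincubated 10 min at room temperature with coupling enzyme reagent before a 20 min substrate/AmpLite Red step.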
PKM2 activator: activators of human pyruvate kinase M2. purified PKM2, Kinase-Glo ATP luminescence, activation; response scale: 0% is enzyme alone, no compound. AID 1631. 260,000 compounds, 0.34% hits. P14618. Potency, µM (doses to about 57.5 µM), inactives show at the top dose activation, most hits filed as activators; further: potency means the concentration at half of the fitted maximal effect; on the % scale 0 is the no-effect control and ±100 the full control effect; nearly all actives have a fitted effect of over 55% in size
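hPK-M2, >95% pure; 0.1 mM ADP / 0.5 mM PEP final; imidazole pH7.2 buffer w/ 7 mM MgCl2, 50 mM KCl; 1 h RT; Kinase-Glo lum. Intermediate enzyme activity for dual inhibitor/activator qHTS.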
hERG WT inh: KCNH2 (human, wildtype) channel inhibition; AID 720551; U2OS, BacMam KCNH2, thallium flux FluxOr; stronger effect = lower value; 340,000 compounds, 0.37% hits; activity change, % at 1.84 µM;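 active means maximum activity change below -70%; inconclusive means maximum activity change between -70% and -50%; inactive means maximum activity change above -50%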; further: on the % scale 0 is the no-effect control and ±100 the full control effect
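U2OS cells transduced with wild-type KCNH2 virus are loaded with FluxOr dye for 45 min, and thallium flux is measured in kinetic reads before and after stimulation buffer. Rate constants are normalized to DMSO controls.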
GALK inh: blocks human galactokinase activity; Purified GALK, Kinase-Glo residual ATP luminescence; 270,000 compounds, 0.007% hits; P51570; Potency, µM (highest dose often 57.5 µM), without a hit: at the top dose activity change, negative = inhibition, hits mostly inhibitors; further: potency means the concentration at half of the fitted maximal effect; on the % scale 0 is the no-effect control and ±100 the full control effect
Target sequence (P51570 whole entry, looked up): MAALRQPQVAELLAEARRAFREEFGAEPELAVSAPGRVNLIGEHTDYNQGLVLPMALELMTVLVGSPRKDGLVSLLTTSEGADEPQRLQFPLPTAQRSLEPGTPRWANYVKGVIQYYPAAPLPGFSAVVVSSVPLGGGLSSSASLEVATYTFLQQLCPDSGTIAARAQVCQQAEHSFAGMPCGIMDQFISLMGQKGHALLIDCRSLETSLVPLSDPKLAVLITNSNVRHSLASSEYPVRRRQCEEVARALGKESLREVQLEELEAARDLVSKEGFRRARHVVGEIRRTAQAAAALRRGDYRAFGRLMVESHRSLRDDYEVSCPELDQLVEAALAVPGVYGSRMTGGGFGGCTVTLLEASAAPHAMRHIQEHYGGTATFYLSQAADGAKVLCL
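Human GALK (5 nM) with 35 uM ATP and 100 uM galactose in 20 mM HEPES pH 8.0, 5 mM MgCl2, 60 mM NaCl, 1 mM DTT, 0.01% BSA. After 1 h at room temperature, leftover ATP was read by Kinase-Glo Plus luminescence.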
TRPV1 agonist: human TRPV1 agonism. Q8NER1. TRPV1-expressing cells, Fluo-8 calcium influx, agonist mode. activation, % at 8.33 µM. 320,000 compounds, 0.19% hits. AID 540275; in the data active means activation above about 80%; inconclusive means between about 30% and that limit; further: 0% is about no effect
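TRPV1-expressing cells were cultured overnight at 35.5C and loaded with Fluo-8 calcium dye for 40 to 90 min at room temperature. After a 10 s baseline, compound was added and calcium influx was read kinetically for 3 min (ex 480/em 520 nm).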
USP2a inh: USP2a (human) protease inhibition; O75604; USP2 core, Ub-CHOP2 coupled fluorogenic reporter, 485/531; Potency, µM (titrated, usually from 38.3 µM), for inactives: at the top dose activity change, negative = inhibition, most hits filed as inhibitors; 330,000 compounds, 0.01% hits; AID 463254;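 further: potency means the concentration at half of the fitted maximal effect; plate controls were DMSO wells for no effect and full inhibition by NEM control for full effect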
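Deubiquitinase activity read as fluorescence (485/531 nm) after Ub-CHOP2 cleavage activates the enterokinase reporter on its substrate; USP2 core 10nM, Ub-CHOP2 and substrate 25nM each, 30min compound preincubation then 60min RT; data normalized to NEM, curves fitted.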
* marks the source's active call; other numbers are inactive results; ? = inconclusive; nt = no result given; & = joins results of further samples; [ ] = dose if it differs, or a comment. Unless noted, the call rests on the fitted dose curve; in most records, active means well fitted curve in the direction sought with a large enough effect; inconclusive means small, poorly fitted or top-dose-only effect, or another doubt; inactive means no such curve, though single readings can be large; an effect the other way counts as inactive or inconclusive. This is a subset, so the mix of outcomes need not match the whole.

SMILES | CXXC DNA block | Giardia killer | Menin MLL FP TR | B2AR arrestin | KCNH2 3.1 inh | FBPA coupling cs | PKM2 activator | hERG WT inh | GALK inh | TRPV1 agonist | USP2a inh
Cc1onc(-c2ccccc2)c1C(=O)Nc1ccc(S(=O)(=O)N2CCCCC2)cc1 | 7% | -5 | 0% | -0.2% | -4 | -2 | -3% | 0 | 0% | 12 | 5%
Cn1nnc(NC(=O)c2ccccc2)n1 | -5% | 1 | -1% | -0.6% | 0 | 2 | -22% | -4 | 0% | 0 | -2%
COc1ccc(C2c3[nH]c4ccccc4c3CCN2CCCn2cccn2)c(C)c1C (stereo not given) | 27% | ? | 4% | -0.5% | -8 | -1 | -4% | 5 | 4% | 21 | -5%
COCCn1c(SCc2ccccc2F)nc2ccccc2c1=O | 3% | 9 | -1% | -1.1% | -24 | 0 | 2% | -7 | 8% | 1 | 4%
Cc1cccc(C(=O)OC2CCOC2=O)c1O (stereo not given) | -6% | 7 | -3% | 0.1% | -3 | 1 | 2% | 3 | 5% | 2 | 1%
CCOc1ccccc1C(=O)NC(C(=O)NCc1ccc(F)cc1)C(C)C (stereo not given) | 4% | 3 | ? | -0.4% | 4 | 0 | -1% | 3 | 0% | 14 | 2%
COc1ccc(/C=C/C(=O)c2c(C)nc3ccccn23)cc1 | -2% | 6 | -9% | -0.9% | -3 | 1 | -3% | 21 | 4% | 1 | -5%
CC1(C)CC(=O)C2=C(C1)Nc1ccccc1S2 | ? | -2 | nt | -0.3% | 3 | 4 | 1% | -2 | 4% | 10 | 9%
CCOc1ccc(NC(=O)c2ccc(S(=O)(=O)N3CCOCC3)cc2)cc1 | 4% | -13 | -11% | -0.2% | -19 | 0 | 3% | 8 | 5% | ? | 3%
Cc1ccc(C(=O)NCC(=O)Nc2ccc(C)c(S(=O)(=O)Nc3ccc(Cl)cc3)c2)s1 | 7% | 3 | ? | -0.2% | 12 | -6 | 5% | 0 | -2% | -5 | -3%
COc1cc(NC(=O)c2nnn(Cc3ccc(SC)cc3)c2N)cc(OC)c1 | -8% | -9 | ? | 0.1% | 1 | -2 | -3% | -6 | 0% | 1 | -1%
O=C1c2ccccc2C(O)(c2ncc[nH]2)N1CCc1ccccc1 (stereo not given) | 6% | 4 | 1% | -0.1% | 3 | 0 | -6% | -2 | 1% | 1 | 1%
CCN(Cc1ccccc1)C(=O)c1[nH]c2ccc(OC)cc2c1C | 1% | 17 | -6% | 0.3% | 1 | 2 | nt | 12 | -1% | -1 | 2%
CCCCCC(=O)Nc1c2c(nc3ccccc13)CCC2 | 5% | 16 | 4% | 0.1% | 16 | 0 | 4% | 34 | 0% | 18 | 0%
CCCN(C(=O)c1nc2nccc(C)n2n1)c1c(N)n(Cc2ccccc2)c(=O)[nH]c1=O | nt | -2 | nt | -0.6% | 8 | nt | nt | 10 | nt | -4 | 3%
O=C(CSc1nc(Nc2ccccc2)nc(N2CCOCC2)n1)N1CCc2ccccc21 | 2% | 3 | -9% | -0.2% | 8 | 0 | 2% | 6 | 1% | -1 | 3%
COc1ccc(-c2noc(CCC(=O)N3CCN(c4ccccc4C)CC3)n2)cc1 | nt | 27 | nt | -0.8% | 20 | nt | nt | -19 | nt | nt | -13%
Cc1cc(C)n(C(=O)CNC(=O)C2COc3ccccc3O2)n1 (stereo not given) | 8% | 2 | -2% | 0.4% | 23 | 0 | 18% | 8 | -1% | 0 | 4%
COc1cccc(/C=N/NC(=O)N/N=C/c2cccc(OC)c2O)c1O | 16% | -22 | 23% | -0.6% | -20 | 0 | 2% | 15 | 4% | -5 | 4%
O=C(CSc1nnc(-c2cccnc2)n1Cc1ccco1)c1ccc(Br)cc1 | -4% | -8 | -11% | -0.1% | -27 | 2 | 14% | 1 | 1% | 1 | -8%

Only TRPV1 agonist, B2AR arrestin and Menin MLL FP TR, for some of the entries so far:
| smiles | TRPV1 agonist | B2AR arrestin | Menin MLL FP TR |
| --- | --- | --- | --- |
| Cc1ccc(C(=O)NCC(=O)Nc2ccc(C)c(S(=O)(=O)Nc3ccc(Cl)cc3)c2)s1 | -5 | -0.2% | ? |
| COc1cc(NC(=O)c2nnn(Cc3ccc(SC)cc3)c2N)cc(OC)c1 | 1 | 0.1% | ? |
| O=C1c2ccccc2C(O)(c2ncc[nH]2)N1CCc1ccccc1 (stereo not given) | 1 | -0.1% | 1% |

The results go on.
SMILES | CXXC DNA block | Giardia killer | Menin MLL FP TR | B2AR arrestin | KCNH2 3.1 inh | FBPA coupling cs | PKM2 activator | hERG WT inh | GALK inh | TRPV1 agonist | USP2a inh
Cc1ccc(OCC(=O)NC(=S)Nc2ccc(S(=O)(=O)Nc3cc(C)on3)cc2)c(Br)c1 | ? | -10 | ? | 0.0% | 18 | 5 | -2% | 7 | -6% | -4 | 0%
CC(=O)Nc1ccccc1NC(=O)c1ccccc1 | -12% | 5 | 1% | -0.2% | -11 | 0 | 0% | nt | 1% | -2 | 2%
CCC(COC)NCc1cn(-c2ccc(OC)cc2)nc1-c1cccc(F)c1 (stereo not given) | 3% | 1 | -8% | -0.2% | ? | -7 | -2% | 5 | 12% | 22 | 1%
COc1ccc(NC(=O)C2CCN(c3cnccn3)CC2)cc1OC | 19% | -18 | -2% | -0.6% | -3 | -1 | 2% | 14 | 8% | -1 | 0%
Cc1ccc(OCc2ccccc2C)c([N+](=O)[O-])n1 | -9% | -12 | -19% | -0.2% | 5 | 2 | 3% | -1 | 1% | 2 | 2%
Cc1ccc(CN2CC(C(=O)Nc3cccc(C)n3)CC2=O)cc1 (stereo not given) | nt | 34[activator] | nt | -0.4% | 5 | nt | nt | 4 | nt | 0 | 3%
CC(C(=O)Nc1ccc2nccnc2c1)N1C(=O)C2C3C=CC(C3)C2C1=O (stereo not given) | -3% | -4 | 0% | -0.3% | -2 | 4 | 3% | 0 | 1% | -3 | 1%
O=C(Cn1c(=O)n(Cc2ccc(F)cc2)c(=O)c2ccccc21)NCC1CCCO1 (stereo not given) | 4% | 4 | 4% | 0.1% | -5 | -7 | 4% | 7 | 0% | 6 | 4%
CC(Oc1ccc(Cl)cc1Cl)/C(N)=N/O (stereo not given) | 2% | 11 | nt | -2.0% | 12 | 1 | -3% | 1 | 2% | nt | 4%
CCOc1ccccc1OC(=O)c1cc2ccccc2oc1=O | 5% | -18 | 3% | -0.1% | 8 | 0 | 2% | nt | -3% | 9 | 9%
O=C(Cc1cccc2ccccc12)NN1C(=O)/C(=C\c2cccnc2)SC1=S | 1% | -3 | nt | -1.1% | -3 | -1 | 0% | -2 | 0% | 2 | -4%
CCCCCC[N+](C)(C)CC/C=C1/c2ccccc2Sc2ccc(Cl)cc21 | 9% | -22 | nt | -0.7% | 26 | 0 | -1% | -1 | 5% | 3 | -5%
CCN(CC)S(=O)(=O)c1cccc(-c2nnc(SCc3ncc(-c4ccccc4)o3)n2C)c1 | 1% | 8 | -11% | -0.4% | -12 | 2 | 6% | -6 | 0% | 7 | -2%
CN1CCN(c2ccc(NC(=O)c3cc4ccccc4o3)cc2)CC1 | 16% | -8 | 9% | -4.3% | -32 | -1 | 1% | 13 | -3% | 14 | -2%
COc1ccc(-c2cc(C(=O)Nc3cc(Br)ccc3O)no2)cc1 | 10% | 10 | ? | -0.8% | 5 | 1 | nt | 5 | 0% | 0 | 0%
COc1ccccc1NC(=O)CN1C(=O)NC(CC(C)C)C1=O (stereo not given) | 0% | -4 | 3% | -0.3% | -3 | -1 | -1% | -5 | 1% | 2 | 3%
COC(=O)N1[C@H](C)C=C[C@]1(Cc1ccccc1)C(=O)O | 4% | -5 | ? | -1.6% | 14 | 1&0 | -1%&-13% | -3 | nt | -6 | -1%
CC(C)(C)N(Cc1ccccc1)C(=O)COC(=O)c1ccc2ccccc2n1 | nt | 9 | nt | -0.7% | -1 | nt | nt | -2 | nt | nt | 0%
CCc1ccc(S(=O)(=O)Nc2c(C)nc3nc[nH]n3c2=O)cc1 | 13% | 15 | 7% | -0.2% | -8 | 9 | -1% | -8 | 4% | -1 | 0%
COc1cccc(NC(=O)CSCC(=O)O)c1 | 1% | -7 | 4% | -0.2% | -19 | -1 | 2% | 6 | 0% | 3 | 0%
CC(=O)Nc1ccc2[nH]ccc2c1 | 0% | -9 | 1% | -0.6% | 22 | -1 | 0% | -16 | nt | -1 | 2%

Assay outcomes: PubChem, National Center for Advancing Translational Sciences (NCATS)
